Source: PubChem
beta cell repl – induces beta-cell replication in MIN6 cells; 330,000 tested, 0.29% active; MIN6 cells proliferation, ATPlite luminescence, 48 h; cells starved in 0.2% serum; 100% = growth in 10% serum; proliferation, % at 10 µM;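 active = compounds whose signal lies at least 3.5 SD above the mean of all wells on their plate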;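 note: 0% = DMSO-treated cells in low-serum medium and 100% = 10% serum control; some compounds called inactive have numbers as strong as hits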
MPTP block – inhibitors of mitochondrial permeability transition pore; isolated mouse mitochondria, Ca2+ swelling absorbance, 30 min; inhibition, % at 10 µM; 360,000 tested, 1.4% active;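 active = inhibition of 50% or more, scaled per plate between neutral and stimulator controls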;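 note: 0% = DMSO wells given calcium and 100% = 1 mM EGTA wells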
TIM10 inh – inhibits growth of TIM10 yeast strain. S. cerevisiae TIM10 strain growth, BacTiter-Glo luminescence, 24 h. inhibition, % at 10 µM. 330,000 tested, 1.4% active. AID 463195;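 active = inhibition of 40% or more at the single tested concentration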;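 note: wild-type TIM10 isogenic control strain grown at permissive 25 °C; 0% = DMSO yeast wells and 100% = minimal medium wells without yeast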
APJ ag – agonists of human APJ apelin receptor | AID 2520 | CHO-K1 APJ PathHunter beta-arrestin, luminescence; 0% DMSO wells, 100% apelin | P35414 | activation, % at 20 µM | 330,000 tested, 0.11% active;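 active = activation more than six SD over the plate average, tested at 20 µM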;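 note: 0% = DMSO alone and 100% = apelin-13 at 10 nM; some results filed as inactive read as strong as hits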
Target sequence (P35414 whole entry, looked up): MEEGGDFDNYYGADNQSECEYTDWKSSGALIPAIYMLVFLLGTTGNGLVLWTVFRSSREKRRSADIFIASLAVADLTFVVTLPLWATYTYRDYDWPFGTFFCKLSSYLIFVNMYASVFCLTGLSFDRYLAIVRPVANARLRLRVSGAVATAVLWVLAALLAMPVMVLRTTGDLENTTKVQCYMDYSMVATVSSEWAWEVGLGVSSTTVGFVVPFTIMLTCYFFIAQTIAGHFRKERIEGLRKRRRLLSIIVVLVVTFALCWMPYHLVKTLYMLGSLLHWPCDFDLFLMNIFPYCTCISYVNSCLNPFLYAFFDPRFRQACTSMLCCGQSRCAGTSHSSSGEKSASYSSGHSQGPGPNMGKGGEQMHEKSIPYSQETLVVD
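Assay system: CHO-K1 APJ beta-arrestin complementation cell line / Compound: single test compound dose, 20 µM final, 1% DMSO / Times: overnight seeding, 90 min compound at 25 °C, 1 h detection / Technique: beta-gal luminescence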
tim23-1 inh – growth inhibitors of tim23-1 mutant yeast. S. cerevisiae tim23-1 growth, BacTiter-Glo luminescence, 24 h. inhibition, % at 20 µM. 330,000 tested, 1.3% active. AID 463212;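 active = growth inhibition of the mutant yeast at or above 50%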;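 note: temperature-sensitive mutant grown at 25 °C; plate controls were DMSO-treated mutant yeast for no effect and medium wells lacking yeast for full effect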
GRIN3A LBD mod – modulates the human NR3A ligand-binding domain. 340,000 tested, 2.5% active. Tm shift relative to glycine control, % at 25 µM. AID 1259313. NR3A LBD differential scanning fluorimetry, Tm shift; 0% = protein alone, 100% = glycine-bound protein;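 active = melting temperature shift of at least 10% of the positive control shift, at one fixed dose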
tim10-1 inh – tim10-1 yeast growth inhibition; inhibition, % at 20 µM; 330,000 tested, 2.2% active; AID 463190; S. cerevisiae tim10-1 ts strain growth, BacTiter-Glo, 24 h;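 active = inhibition of at least 40%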;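 note: mutant grown at 25 °C; 0% = DMSO wells with yeast and 100% = wells holding no yeast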
NALP3 yeast inh – inhibitors of NALP3 inflammasome in yeast; Yeast reconstituted NLRP3/ASC/caspase-1, beta-gal luminescence, 24 h; inhibition, % at 10 µM; 330,000 tested, 0.39% active; AID 2825;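 active = inhibition of 50% or more; inactive = inhibition below 50%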;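 note: plate controls were induced DMSO wells for no effect and uninduced yeast grown without galactose for full effect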
APJ antagonist – APJ receptor antagonism. CHO-K1 APJ beta-arrestin complementation, luminescence. inhibition, % at 20 µM. 330,000 tested, 0.32% active. AID 2521;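 active = inhibition above about 40% at 20 µM, limit read from the data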;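 note: cells challenged with 10 nM apelin-13 agonist together with compound; plate controls were apelin-13 plus DMSO wells for no effect and DMSO wells lacking apelin-13 for full effect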
Numbers without * were called inactive; . = not tested or not shown.

SMILES	beta cell repl	MPTP block	TIM10 inh	APJ ag	tim23-1 inh	GRIN3A LBD mod	tim10-1 inh	NALP3 yeast inh	APJ antagonist
CCCN(CC(=O)Nc1cc(Cl)ccc1Cl)C(=O)/C=C/c1ccco1	1	1.5	6	-4	32	-1	11	25	15
COCC1CCCN(Cc2cn[nH]c2-c2cc3ccccc3o2)C1 (stereo not drawn)	1	-0.1	-2	-1	17	1	-5	3	-1
COc1ccc(C(=O)Nc2ccc(NC(=O)C(C)C)nc2)cc1	-1	-0.5	-12	-7	6	2	-3	3	15
Nc1nc(-c2ccc(Oc3ccccc3)cc2)c(CC(=O)O)s1	1	0.1	9	-2	21	-2	17	18	-2
CCN(CC)S(=O)(=O)c1ccc(C(=O)NCC(=O)NC2CC2)cc1	0	0.0	2	-2	7	0	-8	11	20
CC1(c2ccccn2)Nc2ccccc2-c2nc3ccccc3n21 (stereo not drawn)	2	-0.5	25	-6	14	-10	34	14	10
COc1ccc(C=C(c2nc3ccccc3s2)c2nc3ccccc3s2)cc1O	-4	1.1	30	-3	35	0	30	21	-1
COc1ccccc1-c1noc2ncnc(Nc3ccc4c(c3)OCO4)c12	5	0.9	-1	-5	7	-1	-9	41	9
C/C(=N/NC(=O)c1ccc(C)s1)c1ccncc1	1	0.3	-4	-2	3	1	-18	12	19
N#CC1(NC(=O)CN2C(=O)c3ccccc3C2=O)CCCCC1	-2	0.0	0	0	-10	2	-2	12	-2
CS/C(=N\S(=O)(=O)c1ccccc1)c1ccccc1	0	2.0	1	-4	29	0	21	0	-2
Cc1ccc2oc(=O)c(/C=C(\O)c3cccs3)nc2c1	-1	1.2	4	-1	-2	2	-5	10	11
CC(=O)N(C)/C=C1\Sc2ccccc2C1=O	0	0.7	-22	2	18	14*	-41	21	-21
COC(=O)c1ccc(Cn2cc(C(F)(F)F)cc([N+](=O)[O-])c2=O)cc1	-2	1.8	-11	-1	9	-3	-2	21	-14
COc1ccc(-n2c(Cc3cccn3C)nnc2SCC(=O)NCC2CCCO2)cc1 (stereo not drawn)	1	-0.6	8	-2	3	1	-7	17	13
c1ccc(CNc2nc3ccccc3n3cnnc23)cc1	10	-1.9	7	3	16	3	15	23	-8
Cc1cc(CN2CCC(n3nccc3NC(=O)c3ccccc3C)CC2)n[nH]1	-1	-0.9	1	-8	0	0	-5	6	9
Cc1ccc2nc(/C(C#N)=C/c3ccccc3C(=O)O)[nH]c2c1	2	-0.6	7	3	9	-1	6	14	-4
CN1CCc2c(sc(NC(=O)c3ccc(C(=O)c4ccccc4)cc3)c2C(N)=O)C1	-4	1.2	14	-6	-4	-27	3	15	14
CC(C)(C)C(=O)Nc1sc2c(c1-c1nc3ccccc3[nH]1)CCCC2	0	12	-9	2	17	8	14	16	-15
Cc1cccc(NC(=O)COC(=O)c2cccs2)c1C	-1	0.8	-12	-3	-4	1	4	2	-14
CC(C)(C)c1nn(-c2ccccc2)c2nc(Cl)c(C=O)cc12	-4	-0.3	10	0	27	-2	13	3	5
Cc1cc(/C=C2\C(=N)N3N=C(S(C)(=O)=O)SC3=NC2=O)c(C)n1Cc1ccccc1	-5	29	17	-2	22	-3	27	-3	4
COc1cc(Cl)c(C)cc1NC(=O)COC(=O)/C=C/c1c(C)nn(C2CCS(=O)(=O)C2)c1Cl (stereo not drawn)	-4	-1.6	-9	0	-16	8	-3	-6	32
CC(C)C[C@@H](COc1ccccc1)N1CCN(CCc2ccccc2)CCC1=O	-6	-0.1	21	-6	28	1	22	12	-16

Looked up above:
Cc1cccc(NC(=O)COC(=O)c2cccs2)c1C @ NALP3 yeast inh: 2
Cc1cc(/C=C2\C(=N)N3N=C(S(C)(=O)=O)SC3=NC2=O)c(C)n1Cc1ccccc1 @ NALP3 yeast inh: -3

Further results:
SMILES	beta cell repl	MPTP block	TIM10 inh	APJ ag	tim23-1 inh	GRIN3A LBD mod	tim10-1 inh	NALP3 yeast inh	APJ antagonist
CCc1ccc(CNC(=O)CCCC(=O)n2nc(C)c3ccccc32)cc1	-1	1.6	3	-8	1	1	1	20	-5
O=C(CCc1nc2ccccc2c(=O)[nH]1)NCC(=O)Nc1ccc(F)c(F)c1	-4	0.8	-12	-8	-12	0	-26	13	-29
CCOc1ccc(NC(=O)C(=O)NCCN2CCN(S(=O)(=O)c3ccc(C)cc3)CC2)cc1	-1	0.4	8	-2	-3	-1	-10	-21	4
CCC(c1nnnn1C1CCCC1)N1CCN(c2ccccc2F)CC1 (stereo not drawn)	0	-1.9	16	-6	19	3	19	16	14
COc1ccc(Oc2nnc(-c3ccc(C)cc3)c3ccccc23)cc1	-1	0.1	1	-4	-5	0	-10	13	20
O=C(NCc1cccnc1)c1c[nH]c2cc3c(cc2c1=O)OCCO3	-6	6.2	18	4	13	-2	6	-5	-14
Cn1c(=O)[nH]c2sc3c(c2c1=O)CC(C)(C)OC3	0	-0.1	-14	3	3	-1	1	12	-9
COc1ccc(NC(=O)CNC(=O)C23CC4CC(CC(C4)C2)C3)c(OC)c1	0	-1.0	11	-5	25	-2	15	1	-2
CCOc1nc(-c2ccccc2)ccc1-c1noc(COc2ccccc2)n1	-4	4.3	5	0	-3	0	5	15	24
O=c1/c(=C/c2ccccn2)sc2nc3ccccc3n12	-3	-2.2	14	-5	22	2	5	10	18
COc1ccc(C)cc1S(=O)(=O)Nc1cccc(Cl)c1	-2	1.4	10	3	24	-12	11	12	-11
COc1ccc(-c2nc3c(c(SCC(=O)N4CCOCC4)n2)Cc2c(CO)cnc(C)c2O3)cc1	-3	0.5	10	9	-19	-1	27	-10	-46
O=C(CCN1C(=O)C2C3CC(C(Br)C3Br)C2C1=O)OCC(=O)c1cccc([N+](=O)[O-])c1 (stereo not drawn)	1	0.7	-6	-13	9	-18	4	11	59*
COC(=O)c1c(NC(=O)COC(=O)c2ccccn2)sc(C)c1C	0	1.1	16	-2	28	1	30	8	3
COc1ccc2cc(-c3cccnc3)ncc2c1	-5	0.8	20	0	11	-2	-23	22	2
CC(C)N(C(=O)CSc1nnc(Cc2csc(Nc3ccccc3)n2)o1)C(C)C	1	2.4	29	-1	31	-3	25	2	-9
Cn1c(=O)cc(SCC(=O)NCCCN2CCOCC2)c2ccc(Cl)cc21	-2	-0.3	7	-4	4	-1	3	4	5
CCn1cc(CCCC(=O)NCc2cccnc2)c2ccccc21	2	-0.7	8	-3	2	-3	-6	3	-13
COc1ccc(N(CC(=O)N2CCN(Cc3ccccc3)CC2)S(C)(=O)=O)cc1OC	-1	0.2	1	-4	4	0	7	18	6
C=CCO/N=C/C1=C(O)C(C(=O)OC)C(C)(C)CC1=O (stereo not drawn)	0	-1.0	7	-2	11	1	20	-11	0
CN(C)c1cccc2c(S(=O)(=O)N3CCOCC3)cccc12	-2	-4.3	6	14	11	0	20	16	-12
Cc1ccc(C(=O)C2=C(O)C(=O)N(Cc3ccco3)C2c2cccc(Br)c2)o1 (stereo not drawn)	2	-1.9	-3	-4	4	2	-3	6	10
N#CCC(=O)Nc1ccc(C(=O)OCC(=O)Nc2ccccc2-c2ccccc2)cc1	3	-2.6	3	1	20	-2	14	3	5
O=C(O)c1cc2n(n1)C(C(F)(F)F)CC(c1ccco1)N2 (stereo not drawn)	4	-0.1	-9	-2	7	3	9	8	-3
CCOc1cccc(NC(=O)C2CC(=O)N(C)C(=Nc3cccc(F)c3)S2)c1 (stereo not drawn)	-4	3.4	20	2	25	.	34	-4	-18

Two entries drawn at random from the list so far:
SMILES	beta cell repl	MPTP block	TIM10 inh	APJ ag	tim23-1 inh	GRIN3A LBD mod	tim10-1 inh	NALP3 yeast inh	APJ antagonist
Cc1ccc(C(=O)C2=C(O)C(=O)N(Cc3ccco3)C2c2cccc(Br)c2)o1 (stereo not drawn)	2	-1.9	-3	-4	4	2	-3	6	10
CC(C)N(C(=O)CSc1nnc(Cc2csc(Nc3ccccc3)n2)o1)C(C)C	1	2.4	29	-1	31	-3	25	2	-9

Other structures follow.
SMILES	beta cell repl	MPTP block	TIM10 inh	APJ ag	tim23-1 inh	GRIN3A LBD mod	tim10-1 inh	NALP3 yeast inh	APJ antagonist
COC(=O)c1ccc2c(=O)n(-c3ccccc3F)c(=S)[nH]c2c1	0	-0.7	0	-4	2	-3	6	-22	21
O=C(CN1CCN(S(=O)(=O)c2ccccc2F)CC1)Nc1ccccc1C(=O)c1ccccc1	-4	-1.1	9	-5	27	-2	2	22	17
CS(=O)(=O)Nc1ccc(C2=NN(C(=O)c3ccco3)C(c3ccc(F)cc3)C2)cc1 (stereo not drawn)	-4	2.6	10	3	13	-2	11	6	0
O=C(CNC(=O)c1ccccc1F)OCCCOC(=O)CNC(=O)c1ccccc1F	-2	0.7	1	-4	21	0	4	-2	-5
CSC1=C(C#N)C(=O)NC(c2ccccc2O)S1 (stereo not drawn)	0	4.2	-3	-9	6	4	-9	6	16
O=C(CN1C(=O)NC2(CCCC2)C1=O)Nc1nc(-c2ccc(F)cc2)cs1	-4	0.6	2	7	22	2	14	-3	-8
CC(=O)c1cc(Cc2csc(C(C)=O)c2)cs1	3	0.2	-10	1	6	-1	-12	24	-9
O=C(c1ccccc1)N(Cc1ccccc1)c1ccccn1	-2	2.3	0	-5	16	0	22	-3	32
CCOC(=O)C1CCN(C(=O)C(C)Sc2nnc3ccccn23)CC1 (stereo not drawn)	-3	-0.6	-13	-1	-7	2	-11	17	10
Cc1cccc(C)c1NC(=O)CN(C)C(=O)c1ccc(NS(=O)(=O)c2ccc3[nH]c(=O)[nH]c3c2)cc1	1	-1.0	5	-4	-13	13*	3	-7	6

Among those listed so far, these contain an NH in an aromatic ring:
SMILES	beta cell repl	MPTP block	TIM10 inh	APJ ag	tim23-1 inh	GRIN3A LBD mod	tim10-1 inh	NALP3 yeast inh	APJ antagonist
COCC1CCCN(Cc2cn[nH]c2-c2cc3ccccc3o2)C1 (stereo not drawn)	1	-0.1	-2	-1	17	1	-5	3	-1
Cc1cc(CN2CCC(n3nccc3NC(=O)c3ccccc3C)CC2)n[nH]1	-1	-0.9	1	-8	0	0	-5	6	9
Cc1ccc2nc(/C(C#N)=C/c3ccccc3C(=O)O)[nH]c2c1	2	-0.6	7	3	9	-1	6	14	-4
CC(C)(C)C(=O)Nc1sc2c(c1-c1nc3ccccc3[nH]1)CCCC2	0	12	-9	2	17	8	14	16	-15
O=C(CCc1nc2ccccc2c(=O)[nH]1)NCC(=O)Nc1ccc(F)c(F)c1	-4	0.8	-12	-8	-12	0	-26	13	-29
O=C(NCc1cccnc1)c1c[nH]c2cc3c(cc2c1=O)OCCO3	-6	6.2	18	4	13	-2	6	-5	-14
Cn1c(=O)[nH]c2sc3c(c2c1=O)CC(C)(C)OC3	0	-0.1	-14	3	3	-1	1	12	-9
COC(=O)c1ccc2c(=O)n(-c3ccccc3F)c(=S)[nH]c2c1	0	-0.7	0	-4	2	-3	6	-22	21
Cc1cccc(C)c1NC(=O)CN(C)C(=O)c1ccc(NS(=O)(=O)c2ccc3[nH]c(=O)[nH]c3c2)cc1	1	-1.0	5	-4	-13	13*	3	-7	6
